From PubChem BioAssay
PKA-R1A act = activators of PKA-R1A complex; activation, % at 11.4 µM; P00514+P68181; PKA-R1A dissociation, Cy5-IP20 fluorescence polarization; scaled: DMSO 0%, 113 µM cGMP 100%; 0.083% of 340,000 active;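 active means percent activation above the mean of all tested compounds plus 3 SD, cut at about 19% in these data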;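 further: higher means more PKAc released from R1A so a rise in polarization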
DSG3 Ab inh = blocks pemphigus antibody binding to human desmoglein-3 | P32926 | DSG3-coupled beads, scFv-anti-DSG3-GFP binding, flow cytometry; active compounds read low | binding (percent of control), % at 10 µM | 0.48% of 310,000 active;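 active means binding more than 3 SD below its plate's average and above zero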;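 further: hits lower antibody fragment binding to DSG3; some compounds called inactive have numbers as strong as hits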
Target sequence (P32926 whole entry, looked up, the tested form may be a part): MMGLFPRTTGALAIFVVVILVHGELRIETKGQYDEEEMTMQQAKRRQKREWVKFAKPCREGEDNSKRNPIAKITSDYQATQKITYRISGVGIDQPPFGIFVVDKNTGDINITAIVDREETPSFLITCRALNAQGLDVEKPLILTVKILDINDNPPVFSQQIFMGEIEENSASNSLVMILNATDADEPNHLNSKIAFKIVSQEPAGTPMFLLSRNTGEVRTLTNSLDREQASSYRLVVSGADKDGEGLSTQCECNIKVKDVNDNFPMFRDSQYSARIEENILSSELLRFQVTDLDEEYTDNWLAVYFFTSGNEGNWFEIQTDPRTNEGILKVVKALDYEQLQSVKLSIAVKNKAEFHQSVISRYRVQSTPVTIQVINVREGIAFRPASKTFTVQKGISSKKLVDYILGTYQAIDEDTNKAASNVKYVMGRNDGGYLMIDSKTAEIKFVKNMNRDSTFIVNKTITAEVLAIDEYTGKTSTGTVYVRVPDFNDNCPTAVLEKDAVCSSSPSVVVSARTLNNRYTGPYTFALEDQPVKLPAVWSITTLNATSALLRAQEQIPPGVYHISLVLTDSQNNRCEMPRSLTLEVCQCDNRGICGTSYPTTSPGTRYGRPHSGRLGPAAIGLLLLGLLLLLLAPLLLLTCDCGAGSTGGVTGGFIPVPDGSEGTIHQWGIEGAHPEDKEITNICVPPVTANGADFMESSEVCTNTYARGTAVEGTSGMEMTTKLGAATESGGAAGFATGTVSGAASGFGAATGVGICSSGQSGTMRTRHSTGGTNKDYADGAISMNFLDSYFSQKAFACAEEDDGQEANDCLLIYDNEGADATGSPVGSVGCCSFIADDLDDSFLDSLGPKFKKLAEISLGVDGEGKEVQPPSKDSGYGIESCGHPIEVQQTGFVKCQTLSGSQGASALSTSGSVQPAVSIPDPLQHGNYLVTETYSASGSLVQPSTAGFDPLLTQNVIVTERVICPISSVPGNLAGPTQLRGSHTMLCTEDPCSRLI
MOR-DOR inv ag = inverse agonist of human OPRM1-OPRD1 heterodimerization; P35372+P41143; cell-based MOR-DOR heterodimer luminescence, inverse agonism; inhibition, % at 9.3 µM; 0.21% of 340,000 active; AID 504357; in the data active means inhibition above about 22%, passing the limit was not always enough;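 further: 0% = cells with DMSO and 100% = wells without cells with DMSO; values of inactives mirror those of a sister screen read the other way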
Ecoli viability = reduces bacterial viability in AddAB counter-screen; E. coli V3065 growth, OD600 absorbance, 18 h; inhibition, % at 11.9 µM; 0.27% of 330,000 active; AID 449728;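 active means inhibition above the campaign's mean inhibition across all tested compounds plus 3 SD, cut at about 9.9% in these data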;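 further: uninfected addAB+ strain grown without phage in ampicillin broth; 0% = DMSO wells and 100% = ciprofloxacin 0.95 µg/ml wells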
PfHsp90 yeast 2 = reduces growth (ATP signal) of yeast expressing P. falciparum Hsp90; S. cerevisiae expressing PfHsp90, BacTiter-Glo ATP, 48 h; yeast lacking PDR1 and PDR3 efflux regulators; inhibition, % at 9.4 µM; 0.32% of 310,000 active; AID 504621;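 active means every replicate shows inhibition above about 80%, whatever the replicate mean, limit read from the data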;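 further: 0% = DMSO neutral controls and 100% = 20 µM radicicol positive controls; yeast relying on Plasmodium falciparum Hsp90 in place of its own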
Tat transport = inhibitors of E. coli Tat protein transport. 0.036% of 340,000 active. inhibition, % at 10 µM. E. coli MC4100 TorA-mCherry Tat export, fluorescence;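 active means mean replicate inhibition at least 50% and at least half of replicates individually reaching 50%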;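 further: exported cargo escapes ClpAP degradation while cytoplasmic cargo is degraded and loses fluorescence; 0% = median of neutral control wells and 100% = median of NaSCN control wells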
AddAB inh = less growth of phage-infected E. coli with AddAB; E. coli expressing H. pylori AddAB, absorbance growth; inhibition, % at 11.9 µM; 0.29% of 330,000 active; AID 435030; in the data active means inhibition above about 12%;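 further: 0% = vehicle wells of infected cells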
Mot1-301 SUMO = blocks SUMOylation pathway, rescuing yeast Mot1-301 growth; S. cerevisiae Mot1-301 growth rescue, ATP luminescence, 38.5C; percent above DMSO median, 100 means doubled; growth rescue, % at 18.8 µM; 1% of 320,000 active;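 active means every valid replicate shows activation above 250% relative to neutral control wells; inactive means the rest, any valid replicate at or below 250%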;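 further: OY570 slx delta 5 strain wells were the positive control but not used for scaling; some compounds called inactive have numbers as strong as hits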
MOR-DOR ag = agonists of human mu-delta opioid receptor heterodimerization. cells, OPRM1-OPRD1 heterodimerization, luminescence. activation, % at 9.3 µM. P35372+P41143. 0.3% of 340,000 active; in the data active means activation above about 18%;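 further: 0% = vehicle-treated cells and 100% = reference agonist; values of inactives mirror those of a sister screen read the other way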
phage Ecoli inh = E. coli growth loss with phage present | growth absorbance | 0.26% of 360,000 active | inhibition, % at 11.9 µM | AID 651602; in the data active means inhibition above about 11%
Arr AP2 block = blocks beta-arrestin peptide binding to AP2 adaptin | FITC-arrestin peptide / GST-AP2 beads, flow cytometry; AP2 beta2 appendage carries R879A mutation | inhibition, % at 10 µM | 0.31% of 340,000 active;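 active means inhibition above a set limit, near 3 SD of compounds lacking own fluorescence, cut at about 54% in these data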;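 further: plate controls were DMSO wells for no effect and 5 µM unlabelled arrestin peptide for full effect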
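Material – AP2 appendage R879A on GSH beads · Buffer or medium – PBS with 0.05% Tween 20 and 0.1% BSA · Probe or stimulus – fluorescein-tagged arrestin peptide at 50 nM final · Incubation – compound with beads 12 min RT, then probe 1 h RT · Detection – high-throughput flow cytometry of beads, ex 488, em 535 nm · Evaluation – percent response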
Numbers without * were called inactive; · = not tested or not shown.

Order of results: PKA-R1A act, DSG3 Ab inh, MOR-DOR inv ag, Ecoli viability, PfHsp90 yeast 2, Tat transport, AddAB inh, Mot1-301 SUMO, MOR-DOR ag, phage Ecoli inh, Arr AP2 block
1. C=CCOc1cccc(C(=O)N2CCCC(CCC(=O)NCc3ccccc3F)C2)c1 (stereo unspecified)
→ -12.5, 102.2, 8.8, -1.5, -3.8, 50.5*, 1.8, 22.7, -1.9, 2.0, -7.2
2. Cc1cc(C)cc(NC(=O)CCn2c(=S)[nH]c3ccccc3c2=O)c1
→ -8.9, ·, -39.3, -0.2, -14.1, -9.7, -0.3, 7.8, 7.6, 0.4, 49.9
3. Fc1ccc(-n2nnc(-c3cccnc3Cl)n2)cc1
→ -3.9, 108.3, -13.0, 1.2, -6.2, 7.6, 3.1, 8.8, 2.4, 1.4, 5.0
4. CCOC(=O)Cc1csc(NC(=O)c2cc(-c3ccncc3)nc3ccccc23)n1
→ 6.6, ·, 5.1, -3.4, 2.7, 9.5, -0.3, 2.2, -1.3, 0.1, -4.2
5. CN(C[C@H](Cc1ccccc1)N(C[C@H](Cc1ccccc1)N(CCc1cc(C(F)(F)F)cc(C(F)(F)F)c1)N=O)N=O)N=O
→ -3.9, 100.7, 17.6, -1.5, -31.4, 2.3, 0.0, 0.7, -3.8, 2.1, -5.0
6. CC(NC(=O)/C(=C\c1ccco1)NC(=O)c1ccccc1Br)C(=O)O (stereo unspecified)
→ -9.5, 111.2, 17.4, -1.6, 3.6, -1.4, 2.5, 3.0, -2.4, 4.2, -7.7
7. CCOC(=O)c1c(NC(=O)OC)sc(C(=O)N(C)C)c1C
→ -27.7, 104.4, 9.5, 1.8, 0.7, 3.5, 1.4, -28.2, -1.6, 2.7, -9.8
8. O=S(=O)(/N=C(/Nc1ccccn1)c1ccccc1)c1ccccc1
→ 1.0, 102.7, 3.1, -2.8, -9.0, -0.8, 2.6, -6.0, -0.6, -1.3, -1.1
9. Cc1ccc(-n2cc(C(=O)c3cc(Cl)ccc3O)cc(C#N)c2=O)cc1
→ -3.0, 98.4, -33.7, -1.4, -36.8, -0.1, 2.6, 16.6, 6.4, 2.8, 4.4
10. O=C1C(C=NCCCn2ccnc2)=C(O)c2ccccc21
→ -7.8, 93.1, 7.7, 1.7, 14.5, 2.2, 4.6, -6.2, -1.5, 3.0, 24.8
11. CC1CCCCN1CC(=O)Nc1cc(S(=O)(=O)N2CCOCC2)ccc1N1CCCC1 (stereo unspecified)
→ 3.6, 117.3, 8.0, -0.5, ·, -2.2, -1.2, 21.8, -1.7, 2.2, 27.6
12. COC(=O)c1[nH]c2ccc(C)cc2c1NC(=O)Nc1ccccc1OC
→ -12.0, 107.7, 5.4, 0.3, -17.2, 0.9, 2.7, -1.1, -1.2, 0.2, 26.2
13. CC(C)(C)NC(=O)Cn1nc(C(F)(F)F)c2c1CCCC2
→ -11.7, 101.8, 11.7, 1.0, -41.7, 0.3, 3.6, 4.6, -2.3, 4.0, -0.1
14. NNC(=O)CCN(Cc1ccco1)S(=O)(=O)c1ccc(Cl)cc1
→ 11.7, 117.6, -3.4, 0.8, 14.2, 14.0, 2.1, 44.4, 0.7, 2.4, 2.9
15. CCN(CC)CCN(C(=O)Cn1nnc(-c2ccc(C)o2)n1)C(C(=O)NC(C)(C)C)c1cccs1 (stereo unspecified)
→ 3.1, 103.7, -0.2, -4.4, -15.7, 0.8, 0.9, 9.2, 0.0, 3.6, -4.5
16. COCCCNC(=O)CSc1nc2ccccc2c(=O)n1Cc1ccc2c(c1)OCO2
→ -0.1, 93.2, 12.9, 0.7, -22.2, -8.8, -1.7, 14.1, -2.7, -0.3, 7.2
17. O=C(Nc1cccs1)Nc1cccnc1Cl
→ 8.2, 102.3, 8.2, 0.0, -6.0, 5.4, 1.2, 5.5, -1.7, 0.3, -17.1
18. O=C(CCCn1c(=O)c2ccccc2n(CC(=O)NCc2ccco2)c1=O)NCc1ccco1
→ 8.4, 99.4, 10.1, -0.9, ·, -3.3, 3.3, -7.7, -2.2, -0.5, 26.0
19. O=C(CN(CC1CCCO1)C(=O)CNS(=O)(=O)c1ccccc1)NCCc1ccccc1 (stereo unspecified)
→ 2.0, 109.5, 2.7, -0.8, 22.6, -7.5, 3.1, 212.3, -0.5, 0.2, 14.4
20. CCO[C@H]1OC(C(N)=O)=C[C@@H](c2coc3ccccc3c2=O)[C@@H]1CCCO
→ -7.6, 100.0, 14.0, -0.9, -36.9, 3.6, 2.9, 30.8, -2.5, 2.8, 1.8
21. C/C(=N\NC(N)=S)C1(C)CC2(CC(C)(C)OC2=O)C(=O)O1 (stereo unspecified)
→ ·, 106.9, ·, 0.9, ·, ·, 0.8, -7.4, ·, 4.4, -13.4
22. CC(=O)N1CCN(S(=O)(=O)c2ccc(C)cc2)C1c1ccc(N(C)C)cc1 (stereo unspecified)
→ 4.8, ·, -3.3, 0.4, -0.1, 30.1, 1.9, 0.1, 0.5, 0.9, 2.9
23. Cn1c(N2CCN(C(=O)Nc3ccc(C(F)(F)F)cc3)CC2)nc2ccccc21
→ -9.8, 92.0, -31.6, -1.4, -19.1, 10.1, 3.0, 11.6, 5.2, 4.5, -2.6
24. COc1ccccc1N(CC(=O)N1CCCC1)S(=O)(=O)c1cc([N+](=O)[O-])ccc1Cl
→ 0.3, ·, -3.8, 1.1, 1.6, -6.8, 1.9, -11.0, 1.0, 2.8, 21.4
25. Cc1ccccc1-n1c(SCC(=O)NCc2cccs2)nc2ccccc2c1=O
→ 4.2, 106.6, -1.4, -1.4, -51.7, 1.5, 2.5, 4.2, 0.3, 3.7, -20.8
26. O=C(O)C1CC(=O)n2c(nc3ccccc32)S1 (stereo unspecified)
→ 1.2, 96.6, 7.8, 0.7, 23.7, -14.5, -2.5, -0.3, -1.3, 3.3, 5.1
27. O=C(Cn1nnc(-c2ccc(F)cc2)n1)N1CCCCC1
→ -3.5, 117.9, 12.9, -1.8, ·, -1.8, -1.9, 8.7, -2.7, 0.4, -3.5
28. O=C(NC(Cc1ccc(O)cc1)C(=O)O)c1ccc2c(c1)OCO2 (stereo unspecified)
→ -0.6, 111.3, 4.4, -3.6, 13.9, -3.9, 0.8, -27.2, -1.1, 1.6, 0.0
29. Cc1ccccc1CS(=O)(=O)CCC(=O)NCCCN1CCN(c2ccccc2F)CC1
→ 5.1, 107.5, 1.7, 0.8, 9.3, -1.9, 1.3, 11.2, -0.3, 2.5, 25.8
30. CC(C)CN1CCN(CCCc2ccccc2)C(CCO)C1 (stereo unspecified)
→ 12.1, 118.9, -2.0, 0.8, 16.6, -0.8, -0.4, 23.3, 0.4, 1.9, 18.9
31. O=C(Nc1cc2cccc([N+](=O)[O-])c2oc1=O)c1cccs1
→ -1.7, 82.0, 10.3, 2.8, -6.1, -6.5, 0.7, -13.0, -1.6, 5.0, -7.8
32. O=C(/C=C/c1ccccc1[N+](=O)[O-])c1ccc(F)cc1
→ 0.7, 96.9, -14.9, 0.4, 2.5, 5.6, -0.2, -5.9, 3.1, 1.5, 11.8
33. O=C(NCc1ccco1)c1cc([N+](=O)[O-])ccc1N1CCOCC1
→ -3.0, 87.2, 10.2, 1.6, 17.1, 2.6, 5.4, -10.1, -2.0, -1.7, 2.6
34. O=C(Nc1ccncc1)c1ccc(N2CCCC2=O)cc1
→ -2.9, 101.7, -2.4, 1.0, 29.7, 1.4, 4.5, 222.7, 0.4, 2.7, 35.6
35. O=C(NCC1CCCO1)C(C(=O)c1ccccc1)n1cc(Cl)ccc1=O (stereo unspecified)
→ 3.3, 101.6, 9.6, 96.6*, 5.3, 3.6, 99.8*, -2.5, -1.8, 3.5, -4.8
36. O=C(NCCN1CCOCC1)c1cc(-c2ccc(Cl)s2)nc2ccccc12
→ -4.5, 142.6, -16.7, -2.1, 21.8, 2.8, 0.8, -0.7, 2.1, 3.8, -6.6
37. COc1cc2cc(CN(CCN3CCOCC3)C(=O)Nc3ccc(F)cc3)c(=O)[nH]c2cc1OC
→ 15.0, 104.1, 2.5, 1.7, 0.3, -4.9, 5.2, 2.7, -0.5, 2.0, 16.1
38. O=C1NC(=O)C(c2ccccc2)(c2ccc(Cl)cc2Cl)N1 (stereo unspecified)
→ -11.7, ·, 8.3, ·, -1.1, -5.6, ·, ·, -1.7, 3.6, -2.5
39. COc1ccccc1NC(=O)N(Cc1ccc2c(c1)OCO2)Cc1nc2ccccc2c(=O)[nH]1
→ -2.0, 104.4, 9.7, -0.3, -30.3, -14.1, 1.4, 1.6, -1.6, 1.4, 2.1
40. CC(C)c1ccc(N2CC(C(=O)Nc3nccs3)CC2=O)cc1 (stereo unspecified)
→ 2.4, 106.0, -1.6, 0.1, ·, 0.5, -2.4, 38.4, 0.3, 3.0, -4.9
41. Cc1ccc(N=Cc2c(O)c3ccccc3n(C)c2=O)cc1
→ -6.3, 103.6, -12.4, ·, -5.8, 0.9, ·, -13.4, 2.6, 3.1, 41.9
42. COc1cccc(Nc2nc3cc(OC)ccc3cc2C#N)c1
→ 9.6, 127.8, -13.9, -4.0, ·, 3.8, 2.5, 24.1, 2.7, -0.1, -5.6
43. Fc1ccc(NC(=S)N2CCN(c3cccc(C(F)(F)F)c3)CC2)cc1
→ 3.0, ·, -56.1, -0.5, 4.2, -0.6, 1.0, 18.3, 11.6, 5.0, -3.3
44. CC(C)CC(=O)N(Cc1ccc(F)cc1)C1CCS(=O)(=O)C1 (stereo unspecified)
→ -2.8, 93.7, 22.3, -0.6, -2.5, 3.0, 6.7, -5.5, -4.8, 4.9, -4.7

Complete entries, quoted from the list. Order of values: PKA-R1A act, DSG3 Ab inh, MOR-DOR inv ag, Ecoli viability, PfHsp90 yeast 2, Tat transport, AddAB inh, Mot1-301 SUMO, MOR-DOR ag, phage Ecoli inh, Arr AP2 block
Fc1ccc(NC(=S)N2CCN(c3cccc(C(F)(F)F)c3)CC2)cc1 is listed with 3.0, ·, -56.1, -0.5, 4.2, -0.6, 1.0, 18.3, 11.6, 5.0, -3.3
CC(C)CC(=O)N(Cc1ccc(F)cc1)C1CCS(=O)(=O)C1 (stereo unspecified) is listed with -2.8, 93.7, 22.3, -0.6, -2.5, 3.0, 6.7, -5.5, -4.8, 4.9, -4.7
